# Source: PubChem (National Center for Advancing Translational Sciences (NCATS))
# Giardia killer: Small Molecules that selectively kill Giardia lamblia: qHTS. Giardia lamblia trophozoite viability. activity change, % at 7.66 µM, hits read low. actives 0.15% (n = 340,000); in the data active means activity change below about -80%; inconclusive means between about -30% and that limit;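 further: parasites exposed to compound for two days anaerobically before the ATP read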
#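 Trophozoites 100 cells/well + cpd; 48 hrs, 37 deg C, anaerobic. ATPLite 1-Step added, 15-30 min RT, luminescence read (ATP-based viability).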
# KCNH2 3.1 block: qHTS for Inhibitors of KCHN2 3.1: Mutant qHTS | Potassium voltage-gated channel subfamily H member 2, brain isoform KCNH2 3.1 (human) | U2OS KCNH2 3.1, thallium flux FluxOr; hits give low values | activity change, % (tested at about 1.8 µM) | actives 0.95% (n = 340,000) | AID 720553, 2013;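 active means maximum activity change below -70%; inconclusive means maximum activity change from -70% to -50%; inactive means maximum activity change above -50%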;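 further: thallium influx rate constant from kinetic fluorescence after stimulation buffer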
#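 Virally transduced U2OS (3.1 isoform, 4 h infection in dark at RT) → overnight 37 C → FluxOr + Red40 in HBSS/HEPES, 45 min → stimulation buffer, 2 min kinetic read → rate constant vs DMSO controls.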
# GALK inhibitor: qHTS Assay for Inhibitors of Human Galactokinase (GALK); Potency, µM (top dose mostly 57.5 µM), without a hit: at the highest dose activity change, negative = inhibition, actives largely listed as inhibitors; actives 0.007% (n = 270,000); Purified GALK, Kinase-Glo residual ATP luminescence; AID 1868, 2009; P51570; further: potency means the concentration at half of the fitted maximal effect
# Target sequence (P51570 whole entry, looked up): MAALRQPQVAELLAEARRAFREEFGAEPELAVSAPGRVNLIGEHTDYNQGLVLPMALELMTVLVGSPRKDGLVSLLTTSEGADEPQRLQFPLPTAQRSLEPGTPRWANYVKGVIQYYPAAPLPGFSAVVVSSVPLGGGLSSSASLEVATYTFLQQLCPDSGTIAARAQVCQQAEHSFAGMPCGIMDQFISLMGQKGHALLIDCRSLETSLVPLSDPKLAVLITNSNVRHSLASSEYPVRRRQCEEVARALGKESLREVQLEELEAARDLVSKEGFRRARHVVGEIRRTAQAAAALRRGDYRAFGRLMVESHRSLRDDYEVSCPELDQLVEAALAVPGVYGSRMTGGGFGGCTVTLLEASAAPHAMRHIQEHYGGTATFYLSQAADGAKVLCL
#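 Galactose (100 uM) and ATP (35 uM) were turned over by 5 nM GALK for 1 h at RT. Kinase-Glo Plus then converted the remaining ATP into a luminescent signal.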
# FBPA coupling cs: qHTS Assay for Inhibitors of Fructose-1,6-bisphosphate Aldolase from Giardia Lamblia: Coupling assay counterscreen; coupling enzyme system counterscreen, AmpLite Red fluorescence; activity change, negative = inhibition, % at 58.2 µM, hits read low; actives 0.67% (n = 290,000); AID 2472, 2010; in the data active means activity change below about -30%
#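 First, compound is pin-transferred into glyceraldehyde-3-phosphate coupling-enzyme reagent at 57.5 uM final and held 10 min at RT. Next, substrate, coupling system and AmpLite Red are added. After 20 min RT, fluorescence (525/598 nm) is read.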
# hERG WT inh: qHTS for Inhibitors of KCHN2 3.1: Wildtype qHTS; Voltage-gated inwardly rectifying potassium channel KCNH2 (Homo sapiens), Q12809; U2OS, BacMam KCNH2, thallium flux FluxOr; hits give low values; activity change, % at 1.84 µM; actives 0.37% (n = 340,000); AID 720551, 2013;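 active means maximum activity change below -70%; inconclusive means maximum activity change between -70% and -50%; inactive means maximum activity change above -50%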
#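 U2OS cells were transduced with wild-type KCNH2 virus (2.03 x 10^8 / mL) for 4 h at room temperature, then cultured overnight at 37 C. Thallium flux was read with FluxOr dye. Rate constants were normalized to DMSO controls.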
# Chronic BCR inh: qHTS Assay to Find Inhibitors of Chronic Active B-Cell Receptor Signaling. ABC-DLBCL IkBa-CBG/CBR reporter, luminescence ratio, 4 h. actives 0.05% (n = 340,000). Potency, µM (top dose mostly 46.1 µM), for the others: top-dose ratio change, negative = lower green/red ratio, usual class: inhibitors; active means well fitted inhibition curve with a large enough effect in the signal ratio, with a control signal flat, not every such curve was filed as active; inconclusive means small, poorly fitted or top-dose-only effect, or effect the other way, or a change in a side signal; the % refers to the signal ratio;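 further: potency means the concentration at half of the fitted maximal effect; plate controls were basal doxycycline-induced cells for no effect and cells given 10 µM MG132 for full effect; MG132 reads +100%, hits lower the ratio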
#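 Cell line TMD8 (human ABC DLBCL), stably expressing tet-inducible CBG68-IkBa fusion and CBR; IMDM/0.5% FBS; cpd up to 46 uM; dox induction, 4 h, 37C/5% CO2; dual luminescence; green/red ratio; MG132 control.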
# uPA surface inh: qHTS for Inhibitors of Cell Surface uPA Generation. cell surface uPA generation assay, qHTS. Potency, µM (top dose mostly 38.3 µM), without a hit: at the highest dose activity change, negative = inhibition, actives largely listed as inhibitors. actives 0.31% (n = 330,000). AID 540303, 2011; active means well fitted inhibition curve with a large enough effect; inconclusive means small, poorly fitted or top-dose-only effect; inactive means no such curve, though single readings can be large or run the other way; tested in mouse RAW 264.7 cells; further: potency means the concentration at half of the fitted maximal effect; nearly all actives have a fitted effect of over 55% in size
# USP2a inh: qHTS Assay for Inhibitors of Ubiquitin-specific Protease USP2a Using CHOP2 as the Reporter | Ubiquitin carboxyl-terminal hydrolase 2 (Homo sapiens), O75604 | USP2 core, Ub-CHOP2 coupled fluorogenic reporter, 485/531 | Potency, µM (top dose mostly 38.3 µM), without a hit: top-dose activity change, negative = inhibition, most hits filed as inhibitors | actives 0.01% (n = 330,000) | AID 463254, 2010;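 further: potency means the concentration at half of the fitted maximal effect; plate controls were DMSO wells for no effect and full inhibition by NEM control for full effect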
# Target sequence (O75604 whole entry, looked up): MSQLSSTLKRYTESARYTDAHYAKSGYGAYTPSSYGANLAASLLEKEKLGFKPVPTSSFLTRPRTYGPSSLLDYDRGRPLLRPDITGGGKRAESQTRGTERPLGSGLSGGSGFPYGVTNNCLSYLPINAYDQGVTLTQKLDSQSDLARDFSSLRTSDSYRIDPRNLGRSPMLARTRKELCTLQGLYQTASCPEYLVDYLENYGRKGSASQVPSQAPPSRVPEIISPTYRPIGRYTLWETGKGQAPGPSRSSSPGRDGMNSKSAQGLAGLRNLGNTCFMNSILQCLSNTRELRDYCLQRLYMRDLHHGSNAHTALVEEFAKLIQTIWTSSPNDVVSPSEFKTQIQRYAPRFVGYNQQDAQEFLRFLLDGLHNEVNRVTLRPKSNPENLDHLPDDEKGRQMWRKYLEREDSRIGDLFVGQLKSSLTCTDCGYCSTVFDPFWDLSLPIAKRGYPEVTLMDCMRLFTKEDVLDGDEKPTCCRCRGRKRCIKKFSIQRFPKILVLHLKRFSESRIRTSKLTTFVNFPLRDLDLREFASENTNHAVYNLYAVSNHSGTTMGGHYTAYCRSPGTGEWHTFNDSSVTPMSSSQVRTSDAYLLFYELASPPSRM
#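 Cell-free coupled assay: 10nM USP2 core preincubated 30min RT with compound in Tris-HCl pH 8.0/CaCl2/CHAPS buffer, then 25nM Ub-CHOP2 and 25nM reporter substrate; fluorescence (Ex 485/Em 531) read after 60min RT, normalized to NEM inhibition, concentration-response curves fitted.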
# PKM2 activator: qHTS Assay for Activators of Human Muscle isoform 2 Pyruvate Kinase; Pyruvate kinase PKM (Homo sapiens), P14618; purified PKM2, Kinase-Glo ATP luminescence, activation; response scale: 0% is enzyme alone, no compound; Potency, µM (series often up to 57.5 µM), without a hit: top-dose activation, actives largely listed as activators; actives 0.34% (n = 260,000); further: potency means the concentration at half of the fitted maximal effect; nearly all actives have a fitted effect of over 55% in size
#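 Kinase-Glo luminescence reports ATP generated from ADP (0.1 mM) and PEP (0.5 mM) by purified hPK-M2 after 1 h at room temperature, pH 7.2 imidazole buffer; intermediate enzyme activity allows detecting inhibitors and activators.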
# B2AR arrestin: qHTS assay of beta-arrestin-biased ligands of beta2-adrenergic receptor; Potency, µM (doses to about 46.1 µM), inactives show at the highest dose activation, actives largely listed as activators; beta-arrestin recruitment to beta2AR, cell-based reporter; actives 0.02% (n = 330,000); Beta-2 adrenergic receptor (Homo sapiens), P07550;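 further: potency means the concentration at half of the fitted maximal effect; 0% = DMSO controls and full agonism = EC100 isoproterenol or metaproterenol; nearly all actives have a fitted effect of over 65% in size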
# Eya2 phos inh: qHTS Assay for Inhibitors of the Phosphatase Activity of Eya2; Protein phosphatase EYA2 (Homo sapiens), O00167; recombinant Eya2, OMFP fluorescence dephosphorylation (OMFP is methylfluorescein phosphate); Potency, µM (titrated, usually from 76.9 µM), without a hit: at the top dose activity, negative = inhibition, actives largely listed as inhibitors; actives 0.006% (n = 330,000); AID 488837, 2010; further: potency means the concentration at half of the fitted maximal effect
#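 Eya2 protein (added as 0.2 uM solution) was preincubated with compound for 10 min at ambient temperature in 50 mM HEPES pH 7.5, 50 mM NaCl, 5 uM MgCl2, 0.05% BSA, 1 mM DTT. OMFP (added at 50 uM) then reacted 10 min; fluorescence read at 485/525 nm.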
# The depositor's hits bear a star; ? = inconclusive; . = no result given; & = joins results of further samples; [ ] = remark or other dose. Unless noted, the call rests on the fitted dose curve; in most records, active means well fitted curve in the direction sought with a large enough effect; inconclusive means small, poorly fitted or top-dose-only effect, or another doubt; inactive means no such curve, though single readings can be large; an effect the other way counts as inactive or inconclusive. Unless noted, on the % scale 0 is the no-effect control and ±100 the full control effect.
SMILES,Giardia killer,KCNH2 3.1 block,GALK inhibitor,FBPA coupling cs,hERG WT inh,Chronic BCR inh,uPA surface inh,USP2a inh,PKM2 activator,B2AR arrestin,Eya2 phos inh
OC(COCC1COc2ccccc2O1)CN1CCN(c2ccccn2)CC1 (stereo unspecified),2&3,8&-1,7%,1,2&9,-1%,3%&7%,1%,0%,0.1%,0%
O=C(CSc1ccc2ccccc2c1)Nc1ncccn1,9,-4,4%,1,-3,?,2%,2%,-4%,0.4%,-4%
Cc1cc(=O)oc2c1c(C)nn2-c1ccc(C(=O)OC(C)C)cc1,.,.,0%,0,.,5%,.,3%,-14%,-0.1%,8%
CC1CC(C)(C)NC(=S)N1CCCC(=O)Nc1ccc(F)c(F)c1 (stereo unspecified),-12,5,7%,1,5,?,2%,5%,6%,-0.2%,-1%
Cn1nccc1NC(=O)Nc1cccc([N+](=O)[O-])c1,11,-23,.,1,2,0%,-3%,4%,-3%,-1.0%,3%
Cc1ccc(C(=O)NCC(=O)Nc2ccc(S(=O)(=O)Nc3cc(C)nc(C)n3)cc2)cc1,10,-4,.,.,-1,6%,3%,-2%,.,-0.2%,4%
COc1ccc(Cn2nnc3c(C)n[nH]c(=O)c32)cc1,-2,-9,2%,0,-2,?,-2%,0%,.,-0.3%,-27%
O=C(NCCc1ccc(Cl)cc1)C1CCN(S(=O)(=O)N2CCCC2)CC1,25,6,0%,.,9,1%,-1%,1%,-1%,-0.4%,2%
O=C(CN1CCOCC1)N1c2ccccc2Sc2ccccc21,20,-3,-1%,-1,-13,-1%,-1%,-5%,.,-0.4%,-10%
CCOc1ccccc1/C=C/c1cc(C(=O)O)c2ccccc2n1,-19,20,-2%,5,-1,?,-4%,-1%,3%,-0.9%,1%
Cc1cc(C)cc(C(=O)N2CCN=C2c2ccccc2)c1,8,3,1%,6,-14,-1%,11%,2%,12%,-0.8%,-7%
CC(C)CC(c1nnnn1Cc1ccc2c(c1)OCO2)N1CCC(C(N)=O)CC1 (stereo unspecified),3,29,2%,3,-3,4%,-2%,2%,-6%,0.1%,8%
CCCS(=O)(=O)c1nc(S(=O)(=O)c2ccc(C)cc2)c(N2CCOCC2)s1,5,-9,-8%,1,-2,1%,?,1%,1%,-0.4%,13%
CCCCN(CC)C(=O)c1oc2ccc(S(=O)(=O)N3CCCC3)cc2c1C,-21,-17,7%,2,-13,?,2%,-1%,.,0.1%,3%
CN1CCN(C(=O)CN(c2cc(C(F)(F)F)ccc2Cl)S(C)(=O)=O)CC1,18,10,0%,4,11,3%,0%,5%,3%,-0.7%,-20%
O=C(NCCC1CCCCN1S(=O)(=O)c1ccccc1)C(=O)Nc1ccccc1 (stereo unspecified),-10,1,.,.,5,?,0%,2%,.,0.1%,-8%
Nc1c(-c2ccccc2)c(CN2CCOCC2)nn1-c1ccc(C(=O)O)cc1,-19,14,1%,2,-7,-8%,3%,2%,-8%,-0.5%,-4%
O=C1CNC(=O)/C(=C\c2ccc(F)cc2)N1,1,6,0%,0,4,-1%,-2%,0%,.,0.0%,0%
O=C(Nc1ccc(OC(F)(F)F)cc1)c1ccc2nc[nH]c2c1,37[activator],14,-16%,0,-3,2%,-16%,-1%,1%,-0.2%,-23%
Cc1nn(Cc2c(Cl)cccc2Cl)c(C)c1NC(=O)/C=C/c1cnn(C)c1C,-4,-15,-2%,2,14,13%,15%,1%,-2%,-0.5%,8%
CCc1ccc(N(CC(=O)NCc2ccc(F)cc2)C(=O)c2csnn2)cc1,19,9,0%,1,3,-10%,2%,6%,0%,-0.1%,4%
CCn1cc(/C=N\NC(=O)COc2cccc(C)c2C)c(C)n1,3,-3,1%,1,-6,-4%,2%,-2%,-1%,0.4%,0%
CCC(C)NC(=O)c1ccccc1NC(=O)CN(c1cc(C)ccc1OC)S(C)(=O)=O (stereo unspecified),4,?,2%,0,.,-6%,0%,-1%,-16%,0.1%,-1%
COc1ccc(NC(=O)NNC(=O)c2ccc3ccccc3c2O)c(OC)c1,-3,5,-2%,10,16,4%,3%,3%,-5%,-0.7%,1%
CSc1c(CC(=O)Nc2ccccc2)n(Cc2ccccc2)c2ccccc12,-4,-25,-1%,-3,12,0%,2%,-1%,5%,-0.4%,0%
CCN(CC(=O)NCc1cccs1)C(=O)c1ccc(-c2cccc(C(F)(F)F)c2)o1,-6,-34,.,.,-16,?,0%,-5%,.,0.8%,-29%
O=C(CCc1c[nH]c2ccccc12)NN1C(=O)NC2(CCCCC2)C1=O,1,7,.,.,-8,-1%,-14%,-2%,.,0.1%,-8%
Cc1ccc2cc(C#N)c(SCC(=O)Nc3ccc4sc(C)nc4c3)nc2c1,.,.,1%,3,.,0%,.,0%,-1%,-0.1%,-30%
Cc1cccc(-n2c(SCC(=O)N3CCN(c4ccccn4)CC3)nnc2N2CCOCC2)c1,25,-4,.,.,2,-1%,7%,2%,.,0.3%,-6%
CC(=O)CSc1nnc(-c2ccc3c(c2)OCO3)o1,-10,3,3%,0,1,?,-6%,1%,1%,0.1%,6%
CC(=O)c1cccc(Nc2nc(-c3ccccc3)nc3ccccc23)c1,11,5,5%,1,-17,6%,-1%,0%,0%,0.0%,-15%
CCc1ccccc1Nc1nc(N)nc(CSc2nnnn2C)n1,10,-11,1%,3,0,-5%,8%,3%,0%,0.2%,18%
COc1ccc2cc(C(=O)N3CCC(Cc4ccccc4)CC3)[nH]c2c1,-1,-24,.,-2,-5,1%,4%,-4%,.,-0.9%,-7%
Cc1ccccc1OCc1nnc(SCC(=O)NC2CCCCC2)o1,1,8,4%,2,-9,-7%,3%,-1%,-2%,0.3%,-8%
Cc1ccc(/C=N/n2c(=O)c(C(C)(C)C)nn3cnnc23)cc1,2,14,0%,1,26,3%,12%,1%,-14%,-0.1%,3%
CCCCn1c(=O)[nH]c2c(oc3ccccc32)c1=O,-19,0,-2%,0,-8,?,-6%,3%,.,0.4%,13%
CN(C)c1ccc(C(C(=O)NCC2CCCO2)N(Cc2ccccc2)C(=O)c2snc(C(N)=O)c2N)cc1 (stereo unspecified),4,5,4%,0,23,2%,-2%,2%,.,-0.4%,9%
O=C(COC(=O)Cc1cccc(C(F)(F)F)c1)Nc1cccc2ccccc12,-9,-5,2%,0,-34,?,-1%,1%,-7%,0.0%,2%
COc1ccc(S(=O)(=O)N2CCCCC2)cc1NC(=O)c1ccc(OC)c(OC)c1,17,9,.,.,11,?,-5%,-1%,.,-1.1%,11%
CC(C)CCn1c(Cl)nc2c1c(=O)n(C)c(=O)n2C,7,6,-1%,2,0,11%,-1%,3%,1%,-0.4%,6%
CN(C)c1ccc(CN(C(=O)COc2ccccc2)C2CCS(=O)(=O)C2)cc1 (stereo unspecified),0,-9,-5%,3,15,-1%,-6%,2%,-2%,-0.9%,-3%
O=C(NCc1cccnc1)c1ccccc1[N+](=O)[O-],-21,11,1%,4,-12,-5%,-8%,5%,-18%,-0.1%,-4%
Cc1cccc(NC(=O)c2nc[nH]c2C(=O)NCCCNC(=O)c2[nH]cnc2C(=O)Nc2cccc(C)c2)c1,9,.,.,.,.,-1%,10%,6%,.,-0.9%,-15%
CCOC(=O)c1c(NC(=O)c2cccs2)sc2c1CCCC2,-16,-14,-4%,1,0,-17%,1%,5%,-1%,0.4%,-3%
Cc1ccc(S(=O)(=O)N[C@@H](Cc2ccccc2)C(=O)CCl)cc1,14,8,3%,-1,-3,?,5µM*,4%,2%,0.4%,-8%&8%
O=C(Nc1ccc(Oc2ccccc2)nc1)C1CCCCN1Cc1ccco1 (stereo unspecified),51[activator],-19,3%,.,-1,?,?,1%,-4%,0.0%,-8%
CN(C)S(=O)(=O)c1ccc(N2CCCC2)c(C(=O)NNC(=O)c2ccccc2)c1,-4,28,.,.,4,1%,-4%,-1%,.,0.1%,8%
CCOc1ccc(Br)cc1/C(C)=N\NC1=NCCN1,2,-9,0%,0,14,-1%,-21%,-1%,-1%,-0.1%,-7%
